bCat nuc transl = modulators of beta-catenin nuclear translocation; HeLa beta-catenin nuclear translocation, immunofluorescence imaging; nuclear translocation activity, % at 5 µM; 190,000 tested, 0.3% active;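 active means nuclear translocation activity above 50% at 5 µM, with a well cell count of 50 or more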;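 further: per-cell ratio of nuclear to cytoplasmic median beta-catenin stain intensity; plate controls were DMSO negative control for no effect and GSK-3 inhibitor IX positive control for full effect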
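Test system: HeLa cells, endogenous beta-catenin; Compound: single 5 µM dose plus 0.02–20 µM confirmation series; Times: compound exposure 24 h at 37°C; Signal: fluorescence imaging of beta-catenin antibody stain plus DAPI; Read-out: % activation, nuclear-to-cytoplasmic median beta-catenin signal ratio per cell.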
P. falciparum M1AAP = P. falciparum M1AAP inhibitors, biochemical, fluorogenic H-Leu-NHMec substrate, 1536-well (AID 1445); recombinant M1AAP, H-Leu-NHMec fluorogenic kinetic assay; higher % means a stronger effect; inhibition, % at 30 µM; hits with a dose series show IC50 in µM; 220,000 tested, 0.42% active;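 active means primary inhibition above the hit cutoff, then over 50% inhibition at one or more dose response concentrations, cut at about 23% in these data, passing the limit was not always enough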;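 further: plate controls were DMSO full reaction for no effect and no enzyme background for full effect; strong numbers were not always called active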
Dynein transport = blocks dynein driven cargo transport along microtubules; 3617.4 mouse cells, GR-EGFP nuclear translocation imaging; test concentration mostly 20 µM; stimulated with dexamethasone, 1 µM; hits give low values; 220,000 tested, 0.47% active; z-score, hits read low;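 active means plate z-score of nuclear minus cytoplasmic receptor signal below a set negative limit, without overly bright fluorescence or cell loss, cut at about -3.5 in these data, passing the limit was not always enough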;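 further: z-score of nuclear minus cytoplasmic ring GR-EGFP intensity difference per well; some compounds called inactive have numbers as strong as hits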
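Buffer or medium: tet-free medium with charcoal-stripped serum / Also added: dexamethasone agonist, 1.0 µM final, for 30 min / Timing: induction 48 h, compound 1 h, agonist 30 min / Measured by: high-content fluorescence imaging after fixation / Read-out: nuclear-to-cytoplasmic GR-EGFP distribution per well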
T cell HTS = T cell immune modulation candidate | 330,000 tested, 0.068% active | calls only at 7 µM | AID 2052 | 2C CD8+ T cell-vesicle binding, flow cytometry; hits give low values;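 active means response, share of CD8 T cells binding vesicles, and their 90th percentile fluorescence all below set limits, cut at about 80% in these data, passing the limit was not always enough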
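Assay system: 2C TCR transgenic mouse naive CD8+ T cells, MACS-purified | Read-out: CD8+ gate FL2 mean fluorescence as % of same-row positive control | Signal: High-throughput flow cytometry with anti-B7-1 and anti-CD8 staining | Timing: Binding step 1.5 h, 37 °C, antibody labelling 20 min, ice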
MT stabilizer = stabilizes microtubules in HeLa cells. HeLa tubulin immunostaining HCS, 24 h; share of cells brighter than vehicle mean+2SD. % tubulin-high responders, % at 10 µM. 200,000 tested, 0.83% active;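 active means plate Z-score above 3 for both tubulin-high and condensed-nucleus cell shares, with cell loss under 80%, at 10 µM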;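 further: anti alpha tubulin signal scored within the nucleus-defined area of each cell; some results filed as inactive read as strong as hits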
Autophagy HCS = alters autophagy in cells. MEF GFP-LC3 puncta imaging; test concentration mostly 10 µM. calls only at 10 µM (by protocol). 190,000 tested, 0.98% active. AID 463193;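 active means percentage of spot-positive cells more than 3 SD above its plate mean, without a fluorescence outlier flag or 80% toxicity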;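 further: spot-positive cell cutoff set from DMSO-treated cells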
M17LAP inhibition = P. falciparum M17LAP inhibitors, primary screen, biochemical, fluorogenic H-Leu-NHMec substrate, 1536-well (AID 1619); recombinant M17LAP, H-Leu-NHMec fluorogenic kinetic assay; higher % means a stronger effect; 220,000 tested, 0.38% active; one-dose inhibition, % at 30 µM; IC50 in µM for titrated hits;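 active means compound inhibiting the enzyme by more than half at any dose during confirmatory dose-response retesting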;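 further: plate controls were full reaction with DMSO carrier for no effect and no enzyme background for full effect; strong numbers were not always called active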
WT yeast gro inh = growth inhibition of WT yeast, mitochondrial fusion screen; mitochondrial fusion phenotypic screen, WT strain; inhibition, % at 10 µM; AID 1362; 190,000 tested, 2.1% active; in the data active means inhibition above about 58%; tested in S. cerevisiae
Yfh1-off respiration = mitochondrial function rescue without frataxin homolog – Friedreich's ataxia, plus single-dose screen, dose response (AID 1465) | S. cerevisiae Yfh1-off respiration, WST-1 reduction, 72 h; higher fold induction means a stronger effect | fold induction at 50 µM; hits with a dose series show EC50 in µM | 220,000 tested, 0.074% active;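 active means fold induction of absorbance versus untreated yeast above a set limit, then at least 30% activation at any dose in follow-up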;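 further: activators that raise dye reduction in frataxin-depleted yeast; strong numbers were not always called active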
WT yeast gro inh mutant strain = also measured in WT yeast gro inh; calls as there; inhibition, %; mitochondrial fusion phenotypic screen, mutant strain inhibition
Dynein transport cytoplasmic EGFP = further read-out of Dynein transport, marked with its call; z-score; measured here: cytoplasmic GR-EGFP intensity; hits give high values
Dynein transport nuclear GR-EGFP = recorded beside Dynein transport, whose call it bears; z-score; measured here: nuclear GR-EGFP intensity;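 lower value marks the stronger effect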
Dynein transport cell count = recorded beside Dynein transport, whose call it bears; z-score; measured here: cell count per field
bCat nuc transl cell count 5 µM = also measured in bCat nuc transl; calls as there; cell count; measured here: cell count, cytotoxicity flag
T cell HTS vesicle-bound % = recorded beside T cell HTS, whose call it bears; double positive events, %; measured here: CD8+ vesicle-bound cell fraction;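 binding gate set so that unloaded-vesicle control wells show 10% double positive cells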
MT stabilizer Hoechst-high % = second read-out of MT stabilizer, no call of its own (marks repeat the call); % Hoechst-high responders; measured here: nuclear condensation Hoechst responders;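 share of cells brighter than vehicle mean plus two SD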
MT stabilizer cytotoxicity % = second read-out of MT stabilizer, no call of its own (marks repeat the call); toxicity, %; measured here: cytotoxicity by cell density;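 0% = mean cell density of plate MIN control wells and 100% = no cells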
Autophagy HCS cell loss 18 h = also measured in Autophagy HCS; calls as there; toxicity, %; measured here: cell loss, nuclei count;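 cell loss after 18 h compound exposure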
Numbers without * were called inactive; i = inactive; nt = not tested or not shown.

No.	mol	bCat nuc transl	bCat nuc transl cell count 5 µM	P. falciparum M1AAP	Dynein transport	Dynein transport cytoplasmic EGFP	Dynein transport nuclear GR-EGFP	Dynein transport cell count	T cell HTS	T cell HTS vesicle-bound %	MT stabilizer	MT stabilizer Hoechst-high %	MT stabilizer cytotoxicity %	Autophagy HCS	Autophagy HCS cell loss 18 h	M17LAP inhibition	WT yeast gro inh	WT yeast gro inh mutant strain	Yfh1-off respiration
1	COc1cc(/C=N/Nc2ccc(Cl)c(C(=O)O)c2)ccc1OC(=O)c1ccco1	0.7	1012	13%	-0.8	-0.078	-0.22	-0.67	i	22	3.6	1.7	4.9	i	-2	49µM*	-3	1	i
2	COc1ccc2c(CC(=O)NCc3ccc4c(c3)OCO4)coc2c1	0.6	1032	13%	0.95	-0.37	0.27	-0.26	i	49	3.6	1.4	12	i	-2	11%	-17	-36	i
3	CCOc1ccc(CC(=O)Nc2nccs2)cc1OCC	-0.8	943	-1%	2.7	-0.12	0.94	-0.22	i	41	2.1	1.2	3.3	i	-1	0%	0	18	i
4	Cc1cc(C)n(CC(O)Cn2c3ccccc3c3ccccc32)c(=O)n1 (stereo unspecified)	-0.4	1178	8%	-0.56	-0.36	-0.33	0.46	i	18	3.0	1.5	5.5	i	-5	0%	7	0	i
5	O=C(CN1CCN(c2ncccn2)CC1)Nc1ccccc1C(F)(F)F	0.5	1460	1%	-0.091	-0.25	-0.041	0.61	i	57	1.1	1.9	6.8	i	3	5%	4	5	i
6	N=C1S/C(=C\c2ccccc2)C(=O)N1c1ccc(F)cc1	-2.1	1047	4%	0.61	-0.17	0.91	-0.45	i	60	4.2	2.7	4.2	i	-6	1%	0	0	i
7	O=C(Cc1ccc(Cl)cc1)NNS(=O)(=O)c1ccc([N+](=O)[O-])cc1	-0.9	1033	-2%	-0.43	0.073	-0.08	0.14	i	7	3.9	1.4	2.9	i	1	-3%	1	-1	i
8	COCCNC(=O)c1onc(CSc2ccc(C)c(C)c2)c1C(=O)O	-1.8	1370	4%	-0.76	-0.2	-0.91	0.18	i	9	2.4	1.1	2.3	i	-1	11%	16	14	i
9	O=C(OCN1C(=O)c2ccccc2C1=O)/C(=C\c1ccco1)NC(=O)c1ccccc1	0.2	1382	12%	0.26	-0.2	-0.015	-0.099	i	53	1.6	2.0	5.9	i	5	21%	5	8	i
10	O=[N+]([O-])c1ccc(-c2csc(N/N=C/c3cccnc3)n2)cc1	-2.6	1066	14%	-0.34	-0.061	0.16	-0.12	i	38	3.8	2.6	2.5	i	20	10%	4	8	i
11	CCCCN(C)CCC(=O)Nc1ccc(F)c(F)c1	4.9	486	4%	0.074	-0.17	0.044	0.77	i	26	2.5	2.0	8.9	i	3	-5%	-6	4	i
12	CN(C)C(=O)Nc1ccccc1	-0.2	1271	7%	-0.46	-0.076	-0.14	-0.19	i	44	nt	nt	nt	nt	nt	4%	nt	nt	i
13	O=C(Cn1cnc2ccccc2c1=O)c1cccs1	nt	nt	-2%	1.2	-0.23	1.2	-0.36	i	57	1.1	1.2	5.9	i	-3	8%	-7	5	i
14	COc1ccc(CNC(=O)C(NS(=O)(=O)c2ccc3c(c2)CCCN3C(C)=O)C(C)C)cc1 (stereo unspecified)	-3.0	1004	-1%	2	-0.49	0.62	-0.41	i	41	2.0	2.5	5.2	i	4	-1%	-3	-22	i
15	COc1cccc(CNn2cnnc2)c1O	-0.2	1063	-2%	0.63	-0.36	0.24	0.48	i	48	1.6	3.5	6.8	i	-6	-10%	-16	7	i
16	CC(C)(C)C(=O)Nc1ccc(Oc2ccc3c(c2)C(=O)N(c2ccc(O)cc2)C3=O)cc1	0.5	1240	6%	-0.18	0.85	0.2	0.21	i	37	1.9	1.4	5.8	i	-11	5%	7	1	i
17	CCCN1CCC(NC(=O)Nc2ccc(F)cc2F)CC1	nt	nt	7%	0.52	-0.17	0.19	-0.62	i	40	3.8	2.7	7.0	i	-8	3%	-26	1	i
18	Cc1ccc(C)c(NC(=O)Cn2c(=O)n(-c3ccc(CC(=O)NCC4CCCO4)cc3)c(=O)c3ccccc32)c1 (stereo unspecified)	-1.6	1103	7%	0.32	-0.32	-0.00081	0.21	i	34	3.6	2.1	7.8	i	-2	1%	-16	8	i
19	CCC(C)NC(=S)N(CCc1ccccc1)Cc1cc2cc(OC)c(OC)cc2[nH]c1=O (stereo unspecified)	-0.5	932	5%	-0.46	-0.28	-0.65	0.85	i	48	3.6	3.7	9.7	i	13	-19%	12	-22	i
20	Cc1[nH]c2ccccc2c1C1=CN2CCS(=O)(=O)N=C2S1	-0.8	549	2%	-1	-0.18	-0.55	0.68	i	32	2.5	1.1	8.0	i	6	-3%	15	9	i
21	Cc1cccc(-n2nnnc2SC(C)C(=O)NCCC2=CCCCC2)c1 (stereo unspecified)	-6.9	924	-6%	0.096	-0.2	-0.25	0.36	i	16	2.8	1.8	1.8	i	1	-15%	13	0	i
22	COc1ccc(C(=O)CSc2nc3c(c(=O)n(C)c(=O)n3C)n2C)cc1	0.1	1601	1%	-0.28	-0.18	-0.21	-0.32	i	37	2.7	2.4	6.6	i	-8	4%	6	4	i
23	Cc1cc(-n2c(C)cc(C(=O)CSc3nc(N)cc(=O)[nH]3)c2C)no1	5.5	1041	7%	-0.12	-0.18	-0.15	0.32	i	33	nt	nt	nt	nt	nt	1%	nt	nt	i
24	COc1ccc(OCC(=O)N2CCOCC2)cc1	-1.6	1207	1%	1.2	-0.13	0.72	-1.2	i	22	4.8	7.4	9.0	i	9	4%	8	17	i
25	COc1cccc(C2c3[nH]c4ccccc4c3CCN2CCCn2cccn2)c1 (stereo unspecified)	-2.0	1092	-3%	0.06	-0.27	-0.027	0.3	i	61	2.6	1.3	8.7	i	-21	-7%	-5	-1	i
26	COC(=O)CCC(=O)OC1(C)C(=O)C=C2C=C(C3CC3)N(CCN3CCOCC3)C=C2C1=O (stereo unspecified)	-0.9	1195	5%	-0.092	-0.77	-0.0083	0.29	i	50	nt	nt	nt	nt	nt	5%	nt	nt	i
27	COc1ccc(C2CC(c3ccc4ccccc4c3)=NN2C(=O)CN2C(=O)CCC2=O)cc1 (stereo unspecified)	-2.6	935	7%	0.4	-0.2	0.63	-1	i	56	4.3	3.3	7.8	i	0	-3%	3	4	i
28	CCc1cccc(C)c1NC(=O)CN1C(=O)c2ccccc2S1(=O)=O	nt	nt	-1%	-0.79	-0.083	-0.28	0.31	i	49	3.8	2.5	6.5	i	11	21%	1	-4	i
29	CC(C)CNC(=O)/C=C/c1cccs1	0.7	1107	1%	0.78	-0.23	0.46	-0.051	i	49	4.6	3.0	7.1	i	20	-2%	8	4	i
30	COC(=O)C(NC(C)=O)(Nc1nc2ccc(S(C)(=O)=O)cc2s1)C(F)(F)F (stereo unspecified)	0.4	985	2%	-0.19	0.078	0.4	-0.47	i	32	3.6	1.8	3.2	i	-6	18%	-12	-5	i
31	CCCS(=O)(=O)N1CCC(C(=O)N2CCc3ccccc3C2)CC1	0.1	1348	2%	0.02	-0.095	0.21	-0.64	i	20	7.3	3.5	13	i	-28	-4%	3	39	i
32	COc1ccccc1-c1cn(C(C)(C)C)nc1C	-3.9	1048	2%	0.59	-0.38	0.15	0.18	i	58	3.0	2.2	3.3	i	-2	4%	-4	5	i

One compound at a time, from the list above.
`CCc1cccc(C)c1NC(=O)CN1C(=O)c2ccccc2S1(=O)=O` in the list: bCat nuc transl: nt; bCat nuc transl cell count 5 µM: nt; P. falciparum M1AAP: -1%; Dynein transport: -0.79; Dynein transport cytoplasmic EGFP: -0.083; Dynein transport nuclear GR-EGFP: -0.28; Dynein transport cell count: 0.31; T cell HTS: i; T cell HTS vesicle-bound %: 49; MT stabilizer: 3.8; MT stabilizer Hoechst-high %: 2.5; MT stabilizer cytotoxicity %: 6.5; Autophagy HCS: i; Autophagy HCS cell loss 18 h: 11; M17LAP inhibition: 21%; WT yeast gro inh: 1; WT yeast gro inh mutant strain: -4; Yfh1-off respiration: i
`O=C(OCN1C(=O)c2ccccc2C1=O)/C(=C\c1ccco1)NC(=O)c1ccccc1` in the list: bCat nuc transl: 0.2; bCat nuc transl cell count 5 µM: 1382; P. falciparum M1AAP: 12%; Dynein transport: 0.26; Dynein transport cytoplasmic EGFP: -0.2; Dynein transport nuclear GR-EGFP: -0.015; Dynein transport cell count: -0.099; T cell HTS: i; T cell HTS vesicle-bound %: 53; MT stabilizer: 1.6; MT stabilizer Hoechst-high %: 2.0; MT stabilizer cytotoxicity %: 5.9; Autophagy HCS: i; Autophagy HCS cell loss 18 h: 5; M17LAP inhibition: 21%; WT yeast gro inh: 5; WT yeast gro inh mutant strain: 8; Yfh1-off respiration: i

Screening data deposited in PubChem BioAssay by several laboratories.
